RAD54 branch: inhibitors of human RAD54 branch migration, primary screen, biochemical, fluorescence, single point | DNA repair and recombination protein RAD54-like (Homo sapiens), Q92698 | RAD54 Holliday junction branch migration, FAM/BHQ fluorescence | AID 602329, 2012 | inhibition, % at 10.4 µM | actives 0.14% (n = 360,000);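 active means mean normalized replicate activity at least 40 and at least half of replicates scoring 40 or more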;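 further: 0% = median of neutral control wells and 100% = median of positive control wells; inhibitors cause a drop in the FAM fluorescence signal; in these data hits start at about 50%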
Cneo AK release: Cryptococcus neoformans cell lysis inducers, primary screen, AK release luminescence, single concentration | C. neoformans lysis, adenylate kinase release luminescence, 4 h; normalised: neutral wells 0, clomiphene wells 100 | lysis activity, % at 15 µM | actives 0.2% (n = 360,000) | AID 651654, 2012;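 active means mean lysis activity across replicates of at least 80%, whatever share of replicates individually reach that level; inactive means mean lysis activity below 80%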
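Assay system: Cryptococcus neoformans yeast cells / Dosing: single-point compound dose / Timing: 4 h at 37 °C static, read 1 h later / Measured by: luminescence of released adenylate kinase using an AK detection reagent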
miR122 inh: miR-122 Renilla sensor signal increase in Huh7, primary screen, miR-122 inhibitor project, cell-based, single point, plate reader. Huh7 miR-122 Renilla luciferase sensor, 48 h; neutral wells = 0, positive control = 100. actives 0.3% (n = 340,000). AID 602342, 2012. activation (reporter increase), % at 12.5 µM;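 active means mean replicate activation score at least 90 and every replicate individually at or above 90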;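 further: higher luciferase means less miR-122 activity so hits act as miR-122 inhibitors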
PglD DTNB: C. jejuni PglD acetyltransferase inhibitors, primary screen, biochemical, DTNB colorimetric, single point; inhibition, % at 12.5 µM; UDP-N-acetylbacillosamine N-acetyltransferase PglD (Campylobacter jejuni); purified PglD enzyme, DTNB colorimetric CoA detection; actives 0.098% (n = 360,000); AID 602405, 2012; in the data active means inhibition above about 16%, passing the limit was not always enough; further: strong numbers were not always called active
PGC1a acetyl inh: inhibitors of PGC1a acetylation signal, primary screen, cell-based, U2OS, AlphaScreen, inhibitor mode. AlphaScreen anti-acetyl-lysine; with virally co-expressed GCN5 acetyltransferase. inhibition, % at 15.6 µM. actives 0.17% (n = 350,000). AID 651687, 2012;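 active means every replicate shows inhibition of at least 40%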;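 further: 0% = neutral control wells and 100% = positive control wells; some results beyond the cut were filed as inactive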
ERAP1 HTS inh: human ERAP1 aminopeptidase inhibitors, primary screen, biochemical, single point, plate reader. recombinant ERAP1, Leu-AMC fluorescence, 60 min. inhibition, % at 10.7 µM. actives 0.15% (n = 340,000). AID 652197, 2013;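 active means mean replicate inhibition of at least 30%, or all replicates individually reaching that 30% level; inactive means mean below 30% and not every replicate reaching it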;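 further: 0% = neutral control wells and 100% = L-leucinethiol positive control wells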
E-sel inducer: E-selectin induction in HUVECs, primary screen, imaging, HUVEC, immunofluorescence imaging, single point; P16581; normalized: neutral wells 0, TNF-alpha wells 100; activation, % at 7.58 µM; actives 0.37% (n = 260,000);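 active means mean E-selectin-positive cell signal at least 10% of the positive control, reached in at least 60% of replicates, without over 20% cell loss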;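 further: in these data hits start at about 27%; measured in HUVEC primary endothelial cells; signal is the percent of cells scored E-selectin positive by PE staining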
Target sequence (P16581 whole entry, looked up): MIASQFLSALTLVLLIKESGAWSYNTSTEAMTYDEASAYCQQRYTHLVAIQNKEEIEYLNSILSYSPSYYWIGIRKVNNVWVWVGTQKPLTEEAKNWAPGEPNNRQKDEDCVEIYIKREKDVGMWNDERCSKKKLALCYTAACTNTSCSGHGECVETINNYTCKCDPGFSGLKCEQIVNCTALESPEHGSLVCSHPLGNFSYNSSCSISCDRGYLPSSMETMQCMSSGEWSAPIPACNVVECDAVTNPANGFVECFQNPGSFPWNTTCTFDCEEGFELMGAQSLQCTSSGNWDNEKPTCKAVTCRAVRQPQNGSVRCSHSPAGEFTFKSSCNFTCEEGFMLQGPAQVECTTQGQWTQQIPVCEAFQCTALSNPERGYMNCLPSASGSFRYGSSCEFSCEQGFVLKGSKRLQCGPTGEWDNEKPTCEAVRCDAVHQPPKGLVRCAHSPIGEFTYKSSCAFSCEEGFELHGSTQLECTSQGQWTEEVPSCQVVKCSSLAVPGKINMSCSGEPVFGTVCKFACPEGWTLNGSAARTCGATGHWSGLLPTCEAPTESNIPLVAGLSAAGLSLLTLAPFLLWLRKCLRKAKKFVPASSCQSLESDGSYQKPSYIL
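Test system – human umbilical vein endothelial cells (HUVEC), E-selectin induction · Input – 3,000 HUVEC seeded per well · Buffer or medium – EGM-2, gelatin · Compound dosing – single-point compound dose · Detection – immunofluorescence imaging · Measure – percent E-selectin-positive cells · Controls – TNF-alpha high, DMSO low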
RAD52 inh: RAD52 DNA annealing inhibitors, primary screen, biochemical, FRET, single point, set 2; DNA repair protein RAD52 homolog (Homo sapiens), P43351; recombinant RAD52 DNA annealing, FRET fluorescence; inhibition, % at 18.7 µM; actives 0.46% (n = 360,000); AID 651710, 2012;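 active means every replicate showing at least 50% inhibition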
Target sequence (P43351 whole entry, looked up): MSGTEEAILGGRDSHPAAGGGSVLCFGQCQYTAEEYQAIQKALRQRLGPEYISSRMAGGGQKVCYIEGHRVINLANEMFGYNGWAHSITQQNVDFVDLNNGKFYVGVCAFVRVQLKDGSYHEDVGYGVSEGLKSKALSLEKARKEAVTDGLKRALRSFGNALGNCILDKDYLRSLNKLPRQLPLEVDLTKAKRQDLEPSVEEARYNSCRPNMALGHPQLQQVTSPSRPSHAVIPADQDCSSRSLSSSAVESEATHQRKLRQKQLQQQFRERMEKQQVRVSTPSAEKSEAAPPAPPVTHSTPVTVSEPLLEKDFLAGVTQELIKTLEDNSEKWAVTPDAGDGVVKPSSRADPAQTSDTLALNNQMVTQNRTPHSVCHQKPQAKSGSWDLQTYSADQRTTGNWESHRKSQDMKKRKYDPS
* hit, by the source's call; . = no result given; [ ] = remark or other dose.

SMILES	RAD54 branch	Cneo AK release	miR122 inh	PglD DTNB	PGC1a acetyl inh	ERAP1 HTS inh	E-sel inducer	RAD52 inh
CC(C)NC(=O)Nc1ccc2c(c1)C(=O)N([C@@H](C)CO)C[C@H](C)[C@@H](CN(C)Cc1ccncc1)O2	5	1	1[16.7 µM]	-4	-3	0	.	3
CN(C(=S)NC(=O)c1ccccc1)C1CCCCC1	-3	68	-1	1	-3	-2	0.2	-18
CCOC(=O)c1c(N2C(=O)C3CC(C)=C(C)CC3C2=O)sc(C)c1C (stereo not given)	-1	0	-6	-7	-12	.	.	.
Cc1ccc(C)c(N2CCN(C(=O)CCc3nc(-c4ccccc4F)no3)CC2)c1	4	-2	-3	-4	-4	-6	0.6	-17
Cc1csc2nc(CNS(=O)(=O)N(C)C)cn12	10	0	-3	-1	-2	1	.	-8
Cc1cc(NC(=O)CSc2nnc(-c3c[nH]c4ccccc34)n2-c2ccc(Cl)cc2)no1	.	.	8	.	-9	2	.	-1
CS(=O)(=O)N1CC2(C1)[C@H](c1ccccc1)[C@@H](CO)N2Cc1ccc(F)cc1	.	.	.	.	0	-2	-0.3	-11
CCCC(=O)Nc1ccc2c(c1)nc(CN1CCCC1)n2C	-7	1	-1	0	5	.	.	.
O=C(Nc1ccc2c(c1)OCO2)c1cccc(S(=O)(=O)N2CCCC2)c1	.	.	9	.	-15	0	.	8
Cc1cc(C)c(S(=O)(=O)Cc2ccccc2)c(Cl)n1	7	-1	-3	2	-1	2	0.8	-4
CCOc1ccc(N(CC(=O)NCc2ccccc2C)S(C)(=O)=O)cc1	-4	-1	-5	-2	5	-2	.	2
O=S(=O)(O)c1ccc2c(c1)C(C(Cl)(Cl)Cl)OC(C(Cl)(Cl)Cl)O2 (stereo not given)	-4	1	0	-6	5	3	0.2	-12
O=C(Nc1ccc([N+](=O)[O-])cc1)C(c1ccccc1)c1ccccc1	-9	-2	-13	2	.	1	.	-1
O=c1[nH][nH]cc1C=NCc1cccc(C(F)(F)F)c1	-3	1	-6	3	.	1	.	-16
O=C(Nc1ccc(Cl)cc1)N1CCCC(Cn2cccc2)C1 (stereo not given)	-5	-2	1	-6	0	1	0.0	-11
C[C@@H]1CN([C@@H](C)CO)S(=O)(=O)c2ccc(C#CC3CC3)cc2O[C@@H]1CN(C)C	-16	-1	12[16.7 µM]	0	-8	-4	0.5	5
CC(=O)NS(=O)(=O)c1ccc(NC(=O)c2cc3c(=O)n4ccccc4nc3s2)cc1	.	.	-6	.	34	.	-0.2	-7
CN(CC(=O)Nc1c(Cl)cccc1Cl)C(=O)CNC(=O)c1ccco1	5	-9	7	1	1	2	-1.0	0
CC(=O)N(C)C[C@H]1Oc2ncc(-c3ccc(C)cc3)cc2C(=O)N([C@H](C)CO)C[C@H]1C	13	-6	25[16.7 µM]	-2	-3	1	0.1	6
CN1C(=O)c2cc(NC(=O)Cc3cccs3)ccc2OC[C@H]2O[C@H](CC(=O)N[C@H]3CCN(Cc4ccccc4)C3)CC[C@@H]21	-2	3	.	3	.	1	0.7	14
O=C(C1CCCCC1)N1[C@@H]2CN(S(=O)(=O)c3ccccc3)c3ccccc3[C@@H]2[C@@H]1CO	-2	-2	24[16.7 µM]	2	-12	3	0.2	9
CCc1ccc(NC(=O)c2noc3c2CCC3)cc1	-2	-4	5	.	-6	.	.	.
O=C(Nc1ccc2c(c1)nc1n2CCOC1)c1ccccc1	16	-1	1	5	-4	.	.	.
COc1ccc(-c2ccc3n(c2=O)C[C@H]2N[C@@H]3[C@@H](C(=O)N3CCCCC3)[C@@H]2CO)cc1	.	.	.	.	-1	2	-0.8	0
COc1ccc(CNCCS(=O)(=O)NC2CCCC2)cc1	3	-1	5	-2	.	1	0.0	-17
C[C@H](CO)N1C[C@H](C)[C@H](CN(C)Cc2ccc3c(c2)OCO3)OCCCC[C@H](C)Oc2ccc(NC(=O)c3ccncc3)cc2C1=O	4	3	-5[16.7 µM]	-1	6	2	0.0	9
C[C@H](NC(=O)[C@H]1[C@H](CO)[C@H]2Cn3c(ccc(-c4ccncc4)c3=O)[C@@H]1N2C)c1ccccc1	-4	-2	-4[16.7 µM]	-3	7	-2	-0.1	-5
Cc1ccc(C(=O)NNC(=O)CCC(=O)Nc2cccc(Cl)c2C)cc1	5	0	-5	1	3	.	-0.2	.
CN(Cc1ccccc1)c1ccc2nnc(-c3ccccc3)n2n1	-3	1	0	0	7	-5	-0.1	-3
COc1ccc(NC(=O)Nc2ccc3c(c2)C(=O)N([C@H](C)CO)C[C@@H](C)[C@H](CN(C)S(=O)(=O)c2cn(C)cn2)O3)cc1	2	-3	-2[16.7 µM]	-1	9	2	-0.2	9
O=C(c1ccco1)N(CCC(c1ccccc1)c1ccco1)Cc1ccco1 (stereo not given)	-8	0	3	1	3	.	.	.
COCc1ccc(C(=O)N2CCCC(CCC(=O)NCc3ccccc3F)C2)o1 (stereo not given)	-6	1	9	0	5	-1	-0.1	-5
O=C(c1ccc(NS(=O)(=O)/C=C/c2ccccc2)cc1)N1CCCCC1	-1	-1	45	1	2	2	0.2	2
CCCCCC(=O)NNC1CC(=O)N(c2ccccc2)C1=O (stereo not given)	-11	2	3	-8	7	.	0.2	-9
COc1ccc(S(=O)(=O)Nc2ccc3c(c2)C(=O)N([C@H](C)CO)C[C@@H](C)[C@H](CN(C)S(C)(=O)=O)OCCCC[C@@H](C)O3)cc1	2	1	3[16.7 µM]	3	-18	2	1.9	-10
O=C(Nc1cc(S(=O)(=O)N2CCOCC2)ccc1OCC(F)(F)F)C1CCCC1	5	0	0	3	-3	-1	-0.1	-5

Some of the entries so far, bar-delimited:
canonical_smiles | RAD54 branch | Cneo AK release | miR122 inh | PglD DTNB | PGC1a acetyl inh | ERAP1 HTS inh | E-sel inducer | RAD52 inh
COCc1ccc(C(=O)N2CCCC(CCC(=O)NCc3ccccc3F)C2)o1 (stereo not given) | -6 | 1 | 9 | 0 | 5 | -1 | -0.1 | -5
O=C(c1ccc(NS(=O)(=O)/C=C/c2ccccc2)cc1)N1CCCCC1 | -1 | -1 | 45 | 1 | 2 | 2 | 0.2 | 2

Grouped by structure, the entries above containing two or more sulfur atoms.
SMILES	RAD54 branch	Cneo AK release	miR122 inh	PglD DTNB	PGC1a acetyl inh	ERAP1 HTS inh	E-sel inducer	RAD52 inh
Cc1csc2nc(CNS(=O)(=O)N(C)C)cn12	10	0	-3	-1	-2	1	.	-8
CC(=O)NS(=O)(=O)c1ccc(NC(=O)c2cc3c(=O)n4ccccc4nc3s2)cc1	.	.	-6	.	34	.	-0.2	-7
COc1ccc(S(=O)(=O)Nc2ccc3c(c2)C(=O)N([C@H](C)CO)C[C@@H](C)[C@H](CN(C)S(C)(=O)=O)OCCCC[C@@H](C)O3)cc1	2	1	3[16.7 µM]	3	-18	2	1.9	-10

More structures follow:
SMILES	RAD54 branch	Cneo AK release	miR122 inh	PglD DTNB	PGC1a acetyl inh	ERAP1 HTS inh	E-sel inducer	RAD52 inh
CCC(=O)N1CC[C@@H]2[C@H]1c1cc(C#Cc3cccnc3)ccc1N[C@@H]2CO	-7	8	2[16.7 µM]	5	13	2	0.5	3
C/C(=N\NC(=O)C(=O)Nc1cc(Cl)ccc1Cl)c1ccncc1	6	0	3	7	0	-2	.	-10
Cc1ccc(SC(C)C(=O)NCc2cccnc2)cc1 (stereo not given)	-7	0	-4	3	1	.	.	.
Cc1ccc(Nc2nc(Oc3ccc(=O)[nH]n3)nc(N(C)C)n2)cc1	-2	1	1	0	2	.	.	.
O=C(C[C@@H]1CC[C@H]2[C@@H](COC[C@H](O)CN2S(=O)(=O)c2cccc(Cl)c2)O1)Nc1ccc(-c2ccccc2)cc1	-5	-2	-3[16.7 µM]	-2	-3	2	1.5	1
O=C(N/N=C/c1ccccc1OCc1ccccc1Cl)c1cccnc1	0	-1	2	-1	1	4	3.8	-8
COC(=O)c1ccsc1NS(=O)(=O)c1ccccc1	-1	0	5	0	3	-1	.	-345
Cc1cc(C)cc(N(CC(=O)NCc2ccc3c(c2)OCO3)C(=O)CCC(=O)Nc2ccccn2)c1	-7	1	-1	-1	9	.	.	.
Cc1nn(-c2ccccc2)c(C)c1/C=N/n1c(-c2ccc(C(C)(C)C)cc2)n[nH]c1=S	-11	2	-14	0	1	.	.	.
COc1ccc2ccc(OCC(=O)N3c4ccccc4NC(=O)CC3C)cc2c1 (stereo not given)	-8	1	6	4	7	1	-0.4	-4
COCCNC(=O)C[C@@H]1CC[C@@H]2[C@H](COc3ccc(NC(=O)Cc4ccccc4)cc3C(=O)N2C)O1	-3	-1	-18[16.7 µM]	2	3	-1	-0.1	-6
O=C(c1cccnc1)N1C[C@H]2[C@@H](c3ccccc31)[C@@H](CO)N2C(=O)C1CCCCC1	2	0	18[16.7 µM]	0	8	-5	0.0	3
Cc1cccc(NC(=O)NCc2ccccn2)c1	6	1	-11	-1	7	.	.	.
COc1ccc(-c2cc(C(=O)NCC3CCCCC3)[nH]n2)c(C)c1	0	1	-9	3	.	1	.	0
CCCCN=C(C)C1=C(O)CSC1=O	6	2	-3	3	11	.	.	.
O=C(O)C1C2CCCCC2=C2CCCCC2C1C(=O)O (stereo not given)	3	-10	-7	4	-1	.	.	.
C/C(=N\Nc1nc2ccccc2[nH]1)c1ccc(Cl)s1	12	5	4	-3	7	-1	0.3	-11
COc1ccc(-c2cc3ccc(O)cc3oc2=O)cc1OC	1	-4	-2	7	14	-153	.	-1
CC(=O)Nc1ccc(S(=O)(=O)NCCC(=O)OCC(=O)c2cccc(Br)c2)cc1	10	.	-2	1	-13	2	3.8	-15
CSc1ccc(Cn2c(C)c(C(=O)NCc3ccc4c(c3)OCO4)sc2=O)cc1	2	-3	.	0	.	.	.	-22
O=C(Nc1ccc(S(=O)(=O)N2CCCCC2)cc1)c1ccc(CN2CCOCC2)cc1	-1	2	0	-4	5	.	.	.
O=C(NCc1cccc(Cl)c1)c1cnn2c1NC(c1ccco1)CC2C(F)(F)F (stereo not given)	8	-1	-6	0	-6	.	.	.
COc1ccc2c3c([nH]c2c1)[C@@H](CO)N(C(C)=O)CC31CN(S(=O)(=O)c2cccs2)C1	.	.	.	.	-3	-29	1.8	-17
CC1=C(C)CC2C(=O)N(c3cccc4ccccc34)C(=O)C2C1 (stereo not given)	-8	-1	2	0	-4	.	-0.2	-7
CN1CCN(C(c2ccc(F)cc2)c2ccc3cccnc3c2O)CC1 (stereo not given)	-8	1	-9	-3	1	.	.	.
COc1cc(OC)c(NS(=O)(=O)c2c(C(=O)N3CCCCC3)c(C)n(C)c2C)cc1Cl	2	0	.	-4	.	1	.	-17
COCCCn1c(SCC(=O)N2CCCC2=O)nc2ccccc2c1=O	3	1	-2	2	-5	-3	-0.5	-2
CCn1cc(C(=O)NCCc2ccc(OC)cc2)c(=O)c2ccc(C)nc21	-2	-3	3	-7	.	-1	.	-11
C[C@H]1CN([C@@H](C)CO)S(=O)(=O)c2ccc(C#CC3CCCCC3)cc2O[C@H]1CN(C)C(=O)Cc1ccncc1	2	-1	1[16.7 µM]	2	32	1	0.2	-51
CC(C(=O)N(C)C1CCS(=O)(=O)C1)N1C(=O)/C(=C/c2ccco2)SC1=S (stereo not given)	-12	1	.	1	.	3	.	-89
